PI4K2A inh: qHTS for small molecular inhibitors of PI4K2A; purified PI4K2A, ADP-Glo luminescence, 1 h; hits give low values; AID 1346378, 2018; Phosphatidylinositol 4-kinase type 2-alpha (Homo sapiens), Q9BTU6; activity change, negative = inhibition, % at 76.9 µM; 420,000 tested, 0.13% active; in the data active means activity change below about -50%; inconclusive means mostly about -30% to -49%;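 further: -100% = wells without enzyme as full effect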
Target sequence (Q9BTU6 whole entry, looked up): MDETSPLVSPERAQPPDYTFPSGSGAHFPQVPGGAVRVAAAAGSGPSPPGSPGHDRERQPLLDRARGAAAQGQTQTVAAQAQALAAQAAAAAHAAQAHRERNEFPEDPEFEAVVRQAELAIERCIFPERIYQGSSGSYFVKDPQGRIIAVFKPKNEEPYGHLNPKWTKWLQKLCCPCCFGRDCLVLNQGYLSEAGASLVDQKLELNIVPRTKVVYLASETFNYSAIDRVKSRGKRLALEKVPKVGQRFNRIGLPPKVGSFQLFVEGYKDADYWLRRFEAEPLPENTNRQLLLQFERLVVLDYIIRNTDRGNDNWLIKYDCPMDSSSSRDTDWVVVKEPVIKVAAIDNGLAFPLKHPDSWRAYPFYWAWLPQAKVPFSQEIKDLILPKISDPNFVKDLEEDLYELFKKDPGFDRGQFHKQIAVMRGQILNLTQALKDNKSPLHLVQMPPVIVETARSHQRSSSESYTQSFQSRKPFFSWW
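In this quantitative HTS, ADP production by PI4K2A was quantified luminescently after 1 h at ambient temperature; 100 microM adenosine served as plate-quality control.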
HP1b binding inh: HTS for Inhibitors of HP1-beta Chromodomain Interactions with Methylated Histone Tails | Potency, µM (titrated, usually from 114 µM), for the others: top-dose activity change, negative = inhibition, actives largely listed as inhibitors | AlphaScreen HP1-beta / biotin-H3K9me3 peptide binding | AID 540317, 2011 | 390,000 tested, 0.56% active | Chromobox protein homolog 1 (Homo sapiens), P83916; further: potency means the concentration at half of the fitted maximal effect; nearly all actives have a fitted effect of over 70% in size; inactives centre near 23
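AlphaScreen: HP1-beta (50 nM) preformed 30 min with biotin-H3(1-18)K9me3 peptide (50 nM) in PBS pH 7.4, 0.01% Tween-20. Compound added for 30 min at RT, then streptavidin donor/nickel chelate acceptor beads (10 ug/mL) for 30 min.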
Tb PGK inh: qHTS Assay to Find Inhibitors of Phosphoglycerate Kinase; PGK/GAPDH coupled, Kinase-Glo luminescence, 60 min; Potency, µM (series often up to 57.5 µM), for inactives: top-dose activity change, negative = inhibition, actives largely listed as inhibitors; 380,000 tested, 0.043% active; further: potency means the concentration at half of the fitted maximal effect; on the % scale 0 is the no-effect control and ±100 the full control effect; nearly all actives have a fitted effect of over 60% in size
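Luminescent ATP detection (Kinase-Glo Plus) follows a 60-minute room-temperature incubation, with wells lacking PGK as controls. Buffer: 100 mM TEA (pH 7.6), 5 mM MgCl2, 0.01% Tween-20. Coupling enzyme GAPDH (100 nM final) supplies unstable 1,3-BPG in-well.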
BAZ2B block: qHTS Assay for Inhibitors of BAZ2B. AID 504333, 2011. Potency, µM (titrated, usually from 114 µM), inactives show at the top dose activity change, negative = inhibition, actives largely listed as inhibitors. 360,000 tested, 4.4% active. Bromodomain adjacent to zinc finger domain protein 2B (Homo sapiens), Q9UIF8. AlphaScreen BAZ2B-H3K14Ac peptide displacement; further: potency means the concentration at half of the fitted maximal effect; on the % scale 0 is the no-effect control and ±100 the full control effect; nearly all actives have a fitted effect of over 60% in size
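BAZ2B (50 nM) with biotin-H3(5-23)K14Ac peptide (50 nM) in PBS pH 7.4, 0.01% Tween-20, preformed 30 min, then compound 30 min at room temperature; top concentration 110uM. AlphaScreen streptavidin donor/nickel chelate acceptor beads (10 ug/mL final), 20 min dark, signal read.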
Pol eta inh: qHTS for Inhibitors of Polymerase Eta; DNA polymerase eta (Homo sapiens), Q9Y253; recombinant Pol eta, fluorescent DNA replication assay; Potency, µM (top dose mostly 114 µM), for the others: top-dose activity change, negative = inhibition, hits mostly inhibitors; 390,000 tested, 1.2% active; AID 588591, 2011; further: potency means the concentration at half of the fitted maximal effect; on the % scale 0 is the no-effect control and ±100 the full control effect
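Fluorescent replication assay: 50 nM final substrate added after a 15 min room-temperature compound preincubation with 10 nM enzyme. Signal taken at 0 min and again at 10 min.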
Pin1 inhibitor: qHTS Assay to Find Inhibitors of Pin1; Pin1 FP peptide displacement, HiFluor488, 10 min; Potency, µM (top dose mostly 115 µM), without a hit: at the top dose activity, negative = inhibition, most hits filed as inhibitors; Peptidyl-prolyl cis-trans isomerase NIMA-interacting 1 (Homo sapiens), Q13526; AID 504891, 2011; 390,000 tested, 0.009% active; active means well fitted inhibition curve with a large enough effect in the polarisation, with a control signal flat, not every such curve was filed as active; inconclusive means small, poorly fitted or top-dose-only effect, or effect the other way, or a change in a side signal; inactive means no such curve, though single readings can be large or run the other way; the % refers to the polarisation; further: potency means the concentration at half of the fitted maximal effect; on the % scale 0 is the no-effect control and ±100 the full control effect
Target sequence (Q13526 whole entry, looked up): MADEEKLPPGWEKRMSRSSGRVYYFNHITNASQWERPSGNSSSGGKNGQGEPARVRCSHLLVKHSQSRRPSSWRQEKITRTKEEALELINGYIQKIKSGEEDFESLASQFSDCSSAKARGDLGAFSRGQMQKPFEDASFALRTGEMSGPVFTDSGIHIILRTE
GLS inh: qHTS for Inhibitors of Glutaminase (GLS) | AID 624170, 2012 | 410,000 tested, 0.21% active | Potency, µM (highest dose often 45.5 µM), inactives show top-dose activity change, negative = inhibition, most hits filed as inhibitors | GLS enzymatic activity, qHTS titration | Glutaminase kidney isoform, mitochondrial (Homo sapiens), O94925; further: potency means the concentration at half of the fitted maximal effect; on the % scale 0 is the no-effect control and ±100 the full control effect
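hKGA in 45 mM KH2PO4 pH 8.2, 0.02% Tween-20 with pin-transferred compounds; 1 mM L-glutamine (stock) plus glutamate oxidase/HRP/Amplex Red coupling added. Fluorescence read initially and after 30 min at RT.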
JMJD2A Tudor inh: qHTS Assay for Inhibitors of JMJD2A-Tudor Domain | Lysine-specific demethylase 4A (Homo sapiens), O75164 | AlphaScreen JMJD2A-Tudor / H3K4me3 peptide binding | Potency, µM (titrated, usually from 114 µM), for the others: at the top dose activity change, negative = inhibition, hits mostly inhibitors | 390,000 tested, 4.4% active | AID 504339, 2011; further: potency means the concentration at half of the fitted maximal effect; on the % scale 0 is the no-effect control and ±100 the full control effect; nearly all actives have a fitted effect of over 50% in size
G9a block: qHTS Assay for Inhibitors of Histone Lysine Methyltransferase G9a; Histone-lysine N-methyltransferase EHMT2 (Homo sapiens), Q96KQ7; G9a H3K9 monomethylation, AlphaScreen, 2 h; Potency, µM (doses to about 102 µM), for inactives: at the highest dose activity, negative = inhibition, actives largely listed as inhibitors; 350,000 tested, 8.8% active; AID 504332, 2011; further: potency means the concentration at half of the fitted maximal effect; on the % scale 0 is the no-effect control and ±100 the full control effect; nearly all actives have a fitted effect of over 75% in size
Target sequence (Q96KQ7 913-1193 limits assumed): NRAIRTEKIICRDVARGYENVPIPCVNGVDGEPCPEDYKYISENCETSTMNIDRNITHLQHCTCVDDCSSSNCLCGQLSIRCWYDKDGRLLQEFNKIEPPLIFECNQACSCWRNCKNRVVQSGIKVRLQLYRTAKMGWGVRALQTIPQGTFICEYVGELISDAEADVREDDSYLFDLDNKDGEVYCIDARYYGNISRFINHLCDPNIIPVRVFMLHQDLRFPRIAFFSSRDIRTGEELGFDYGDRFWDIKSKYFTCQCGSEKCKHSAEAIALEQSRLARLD
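Using a bead-based AlphaScreen, monomethylated H3K9 product from 2 h room-temperature reactions (G9a 20 nM, peptide 500 nM, SAM 20 uM) was detected with 0.5 ug/mL rabbit anti-H3K9me1 antibody.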
* marks the source's active call; other numbers are inactive results; i = inactive; ? = inconclusive; . = not tested or not shown; [ ] = dose if it differs, or a comment. Unless noted, the call rests on the fitted dose curve; in most records, active means well fitted curve in the direction sought with a large enough effect; inconclusive means small, poorly fitted or top-dose-only effect, or another doubt; inactive means no such curve, though single readings can be large; an effect the other way counts as inactive or inconclusive. An excerpt; count on the stated rates, not on these rows.

SMILES	PI4K2A inh	HP1b binding inh	Tb PGK inh	BAZ2B block	Pol eta inh	Pin1 inhibitor	GLS inh	JMJD2A Tudor inh	G9a block
Cc1ccc(Cl)c(NC(=O)CN2CCNC(=O)C2)c1Cl	-19	12%	7%	.	1%	3%	0%	-15%	2%
O=C(NNC(=O)c1cccc(O)c1)Nc1ccc([N+](=O)[O-])cc1	1	26%	-5%	-14%	-4%	-5%	27%	-17%	0%
CN(C)S(=O)(=O)Oc1ccc(C(=O)Nc2cccc(C(F)(F)F)c2)cc1	3	64%[activator]	-3%	2%	-6%	?	1%	6%	-4%
Cc1cccc(NC(=O)CSc2nnc(N)s2)c1	1	43%[activator]	i	3%	-14%	2%	3%	-22%	17%[59 µM]
COc1ccc(NC(=O)CS(=O)(=O)c2ccc(C)cc2)c(OC)c1	3	21%	-2%	11%	-9%	0%	-3%	-6%	.
CC(=O)c1cccc(NS(=O)(=O)c2cc3c(cc2C)n(C)c(=O)c(=O)n3C)c1	5	33%	-7%	1%	-24%	-6%	-5%	-4%	-1%[59 µM]
CCOc1ccc(NC(=O)CN2C(=O)COc3ccc(S(=O)(=O)Nc4ccccc4)cc32)cc1	1	16%	-4%	-28%	-7%	?	-1%	-19%	-31%[59 µM]
CS(=O)(=O)N1CCc2cc(C(=O)N3CCOCC3)ccc21	-5	23%	i	-2%	5%	-1%	2%	-23%	-6%[59 µM]
CC(C)c1nccn1S(=O)(=O)c1cc([N+](=O)[O-])ccc1Cl	-1	13%	i	0%	0%	-6%	4%	-16%	-16%[59 µM]
COc1cccc(C(=O)Nc2nc(-c3ccc(S(=O)(=O)N4CCOCC4)cc3)cs2)c1	2	40%[activator]	2%	8%	-13%	12%	-6%	-11%[11.4 µM]	-8%[59 µM]
CCOc1ccc(C(=O)/C=C/Nc2ccc(S(=O)(=O)Nc3cc(C)nc(C)n3)cc2)cc1	0	52%[activator]	-1%	?	?	?	8%	?	9%
Cc1ccc(-c2noc(CCC(=O)N3CCN(c4cc(C)ccc4C)CC3)n2)cc1	1	80%[activator]	-1%	.	-24%	-2%	1%	7%	.
COC(=O)[C@H]1Cc2cnoc2C[C@]1(C)C(=O)O	5	7%	5%	0%	-14%	4%	1%	-8%	-5%
Cc1ccc(SCC(=O)c2c(C)nc3ccccn23)cc1	3	25%	0%	4%	-7%	-4%	-1%	-2%	36%
NNC(=O)CSCc1ccc(Cl)cc1Cl	2	37%[activator]	-5%	-7%	8%	1%	-4%	-5%	4%[59 µM]
COc1cccc(CNC(=O)C2CCN(C(=O)c3cnn(-c4ccccc4)c3-n3cccc3)CC2)c1	-4	32%	4%	-5%	-9%	-13%	0%	-16%	-6%[59 µM]
CC(C)c1nn2c(=O)cc(COC(=O)c3cccc(NC(=O)c4ccccc4F)c3)nc2s1	5	22%	4%	-7%	-14%	5%	4%	-4%	25%[59 µM]
O=C(CSc1ccc(-c2ccco2)nn1)Nc1cccc(F)c1	-3	13%	-8%	-21%	-14%	-1%	-2%	-18%	16µM*
O=C(NCc1ccccc1F)C1CCCN1C(=O)NCc1ccccc1 (stereo not given)	1	16%	-7%	1%	4%	2%	10%	-7%	13%[2.33 µM]
CCOc1ccc(NC(=O)CC2C(=O)N(c3ccccc3)C(=O)N2Cc2cccc(OC)c2)cc1 (stereo not given)	5	13%	i	-19%	-15%	-6%	-6%	-13%	?
C[C@H](CO)N1C[C@H](C)[C@@H](CN(C)C(=O)Nc2ccc(C(C)(C)C)cc2)OCc2cnnn2CCCC1=O	-3	.	-8%	.	0%	.	1%	.	.
O=S(=O)(c1ccc(F)cc1)N1CC2CCCN2c2ccc(C(F)(F)F)cc21 (stereo not given)	0	32%	-1%	-8%	-10%	7%	3%	-10%	89%[activator][59 µM]
CCOc1ccc(N2CC(C(=O)NCCc3ccc(OC)c(OC)c3)CC2=O)cc1 (stereo not given)	16	36%[activator]	-9%	-3%	-12%	-7%	4%	-3%	-2%[59 µM]
N#C/C(=C(/O)CN1CCOCC1)c1nc2ccccc2s1	-12	28%	2%	?	-15%	-1%	3%	?	-32%[12.7 µM]
COc1ccccc1NS(=O)(=O)c1ccc2c(c1)N(C(C)=O)CC(C)S2 (stereo not given)	7	14%[57 µM]	-8%	-15%	-20%	7%	16%	-1%	7%
COc1cccc(-c2noc(CCCC(=O)NCc3ccco3)n2)c1	1	52%	-11%	5%	16%	2%	-22%	-15%	?
CC(=O)c1ccc(NC(=O)Cc2ccsc2)cc1	-3	16%	6%	10%	-3%	0%	7%	4%	-14%
CCOc1ccc(/C=N/NC(=O)NC23CC4CC(CC(C4)C2)C3)cc1O	0	-6%	-3%	?	-22%	?	?	?	.
O=C(CN(Cc1ccccc1)S(=O)(=O)c1ccc(F)cc1)NCc1ccncc1	6	4%	5%	6%	-4%	-2%	18%	-6%	-10%
N#CCCNS(=O)(=O)c1ccc(C(=O)OCCCOC(=O)c2ccc(S(=O)(=O)NCCC#N)cc2)cc1	2	36%	-2%	-7%	8%	-1%	-8%	-4%	.
Cc1cc(NC(=O)c2c(Br)cnn2C)no1	-3	33%	-12%	-1%	-23%	-3%	0%	-6%	.
Cc1nc(/C=C/c2ccccc2)[nH]c(=O)c1-c1ccccc1	-2	14%	-4%	6%	-7%	-10%	1%	-17%	-12%
CC(=O)NS(=O)(=O)c1ccc(NC(=O)c2cc(-c3ccc(C)c(C)c3)nc3ccccc23)cc1	-3	29%	?	?	22µM*	?	-1%	?	?
CNC(=S)NNC(=O)CNc1ccc(C)c(Cl)c1	1	33%	i	-10%	-12%	-4%	19%	-17%	?
COc1cc(OC)cc(C(=O)OCC(=O)NC(c2ccccc2)c2ccccc2)c1	-5	32%[activator]	-2%	2%	-1%	-4%	19%	-7%	10%[12.7 µM]
CCC(C)NC(=O)c1ccccc1NC(=O)c1ccc(CSc2ccccc2)cc1 (stereo not given)	-5	31%	-7%	-1%	-23%	4%	5%	-2%	43%[activator][59 µM]
CCOC(=O)C1=C(COC(=O)[C@@H](NC(=O)c2cccc(C)c2)C(C)C)NC(=O)NC1C (stereo not given in full)	1	45%[activator]	-1%	.	-26%	-7%	-1%	-3%	.
CCOc1cc(-c2c(C#N)c(N)nc3c2CCCC3)ccc1O	7	16%	3%	3%	-11%	-4%	-2%	-6%	11%[59 µM]
CC(C)CCC(O)(c1ccccc1)C(CN1CCOCC1)c1ccccc1 (stereo not given)	-2	23%	-1%	-9%	-15%	-4%	21%	-23%	-11%
C=C(C)CSc1nc2sc3c(c2c(=O)n1-c1ccccc1)CC(C(C)C)OC3 (stereo not given)	-2	21%	1%	-2%	-3%	1%	6%	-12%	-5%[59 µM]
O=C(CC(c1ccccc1)(c1ccccc1)c1ccccc1)N[C@@H](Cc1ccccc1)C(=O)O	4	39%	i	-5%	-12%	?	-26%	-9%	17%[59 µM]
Cc1nnc(SCc2ccccc2F)n1NCc1cccs1	-2	24%	i	8%	-10%	-1%	-3%	-11%	-6%[2.33 µM]
COc1cccc(CN2CC(C(=O)NCCc3nccs3)CCC2=O)c1 (stereo not given)	0	.	-7%	.	5%	.	-3%	.	.
CC(=O)N1CCCc2cc(S(=O)(=O)N3CCCC(C)C3)ccc21 (stereo not given)	1	48%[activator]	3%	-3%	-17%	3%	-9%	-17%	0%
COc1cccc(-n2c(SCC(N)=O)nc3ccccc3c2=O)c1	3	32%	-4%	-2%	-9%	?	5%	-8%	7%
CC(C)(C)c1ccc(C(=O)OCC(=O)N2CCC(c3ccccc3)=N2)cc1	-2	61%[activator]	i	3%	-14%	4%	-2%	-11%	4%[12.7 µM]
CN1CCN(C(=S)NC(=O)/C=C/c2cccs2)CC1	4	24%	3%	-17%	6%	-15%	0%	?	50µM*
CN1C(=O)c2ccc(NC(=O)CCS(=O)(=O)c3ccccc3)cc2C1=O	-1	35%	1%	.	-23%	-8%	-4%	5%	-31%
COc1cc(Cl)c(NC(=O)C(NS(=O)(=O)c2cccs2)C(C)C)c(OC)c1 (stereo not given)	-3	12%	i	-14%	-7%	-2%	-8%	-7%	10%[59 µM]
N#Cc1c(N)oc(-c2ccccc2)c1-c1ccccc1	1	40%[activator]	i	-23%	-12%	-11%	-3%	-13%	?
Cn1c(SCC(=O)Nc2sccc2C(N)=O)nnc1-c1ccncc1	31	6%	i	-5%	-5%	-5%	11%	-18%	.
CC1CN(S(=O)(=O)c2ccc(NC(=O)c3cc(-c4ccccc4O)n[nH]3)cc2)CC(C)O1 (stereo not given)	0	35%	-9%	-1%	5%	?	9%	-16%[57.1 µM]	9%
